# High-throughput results deposited in PubChem by Dana-Farber Cancer Institute and Novartis Institutes for BioMedical Research (Cambridge, Mass).
# USP7 block: blocks human USP7 ubiquitin-rhodamine cleavage; inhibition, % at 20 µM; Q93009; purified USP7, Ub-rhodamine cleavage fluorescence; actives 0.3% (n = 47,000); AID 1645854
# USP30 block: inhibitors of human USP30 deubiquitinase; Q70CQ3; purified USP30, Ub-rhodamine cleavage fluorescence; inhibition, % at 25 µM; actives 5.3% (n = 47,000)
# USP10 block: blocks human USP10 ubiquitin-rhodamine cleavage; inhibition, % at 20 µM; AID 1645856; purified USP10, Ub-rhodamine fluorescence, 60 min; actives 1.1% (n = 47,000); Q14694
# USP8 inh: human USP8 deubiquitinase inhibition; P40818; purified USP8, Ub-rhodamine cleavage fluorescence, 30 min; inhibition, % at 20 µM; actives 4.2% (n = 47,000); AID 1645853
# OTUD3 block: blocks human OTUD3 ubiquitin-rhodamine cleavage. Q5T2D3. purified OTUD3, Ub-rhodamine fluorescence, 2 h. inhibition, % at 25 µM. actives 0.7% (n = 47,000)
# Target sequence (Q5T2D3 whole entry, looked up): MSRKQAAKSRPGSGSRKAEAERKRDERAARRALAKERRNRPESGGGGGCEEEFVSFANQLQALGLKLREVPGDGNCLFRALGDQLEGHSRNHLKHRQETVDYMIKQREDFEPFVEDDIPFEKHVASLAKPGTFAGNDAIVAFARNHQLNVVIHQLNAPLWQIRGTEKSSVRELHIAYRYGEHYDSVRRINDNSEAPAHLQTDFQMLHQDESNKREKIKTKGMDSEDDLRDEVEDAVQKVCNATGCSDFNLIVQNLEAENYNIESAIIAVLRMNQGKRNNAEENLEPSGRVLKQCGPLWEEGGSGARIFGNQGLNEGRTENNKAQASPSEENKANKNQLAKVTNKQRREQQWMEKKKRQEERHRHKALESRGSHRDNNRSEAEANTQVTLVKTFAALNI
# USP28 block: human USP28 deubiquitinase inhibition; Q96RU2; purified USP28, Ub-rhodamine cleavage fluorescence, 30 min; inhibition, % at 25 µM; actives 3% (n = 47,000)
# USP17 inh: inhibitors of human USP17 deubiquitinase; purified USP17, Ub-rhodamine cleavage fluorescence, 3 h; actives 6.5% (n = 47,000); A8MUK1; inhibition, % at 50 µM; AID 1645855
# UCHL1 block: human UCHL1 deubiquitinase inhibition; purified UCHL1, Ub-rhodamine cleavage fluorescence; actives 0.2% (n = 47,000); inhibition, % at 20 µM
# Target sequence (P09936 whole entry, looked up): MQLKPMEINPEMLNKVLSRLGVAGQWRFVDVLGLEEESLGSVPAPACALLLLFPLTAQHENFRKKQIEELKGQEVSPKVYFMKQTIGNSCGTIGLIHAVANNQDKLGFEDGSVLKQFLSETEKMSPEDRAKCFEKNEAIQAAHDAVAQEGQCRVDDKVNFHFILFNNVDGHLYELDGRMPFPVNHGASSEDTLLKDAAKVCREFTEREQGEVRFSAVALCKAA
# * marks the source's active call; other numbers are inactive results; i = inactive; nt = no result given. No stated cut-off is given here; in the data, active means inhibition above about 30%; inactive means the rest.
1: CCCCCC(=O)N1c2ccccc2NC2=C(C(=O)CC(c3ccc(C(C)(C)C)cc3)C2)C1c1ccncc1 (stereo not drawn)
2: Cc1cccn2c(=O)cc(CN3CCCCC3c3nc4ccccc4s3)nc12 (stereo not drawn)
3: O=C(Nc1ccc(F)cc1)c1ccc(-c2ccc(N3CCCC3)nn2)cc1
4: CCn1c(COc2ccc(OC)cc2)nnc1SCc1ccccc1Cl
5: COc1ccc(CN2CCCC3(Cc4ccccc4CNC3=O)C2)cc1OC (stereo not drawn)
6: O=S(=O)(NC1CC1)c1ccc(S(=O)(=O)N2CCN3CCCC3C2)cc1 (stereo not drawn)

assay / entry	1	2	3	4	5	6
USP7 block	7	-17	4	-25	2	-1
USP30 block	25	-46	1	32*	6	0
USP10 block	7	-6	0	4	0	-2
USP8 inh	2	-60	49*	5	-8	-29
OTUD3 block	15	-11	9	20	1	4
USP28 block	28	-6	17	25	1	0
USP17 inh	74*	4	13	19	-1	-7
UCHL1 block	4	-5	3	4	0	0

7: Cc1nc2c(NC(=O)NCc3ccccc3)cccn2n1
8: Cc1nc2nc(-c3ccc(Cl)cc3)[nH]n2c(=O)c1C
9: O=C(c1ccc2noc(-c3ccc(F)cc3)c2c1)N1CCN(c2ccccn2)CC1
10: CN1CC(=O)N(C2CCCNC2)Cc2c(NC3CCC3)ncnc21 (stereo not drawn)
11: CN1CCCN(c2ccc(S(=O)(=O)N3CCC(Cc4ccccc4)CC3)cn2)CC1
12: CN1C(=O)CCCC12CCCN(C(=O)Nc1cccc(F)c1)C2 (stereo not drawn)

assay / entry	7	8	9	10	11	12
USP7 block	3	2	-1	1	0	0
USP30 block	-10	25	-66	-1	15	0
USP10 block	0	9	0	-2	-7	1
USP8 inh	-3	13	-18	-29	13	-18
OTUD3 block	-9	12	-24	9	11	1
USP28 block	1	13	-21	7	18	-5
USP17 inh	0	13	-31	-4	14	-4
UCHL1 block	-1	5	-2	-1	2	1

13: O=C(Nc1nnc(-c2ccccc2)s1)C(F)(F)F
14: CC(=O)c1cc(-c2ccc(F)cc2)n(CC(=O)Nc2cccc(C)c2C)c1C
15: COc1ccc(Cl)cc1Nc1ncnc2c1nnn2C
16: CCn1c(=O)c(CCC(=O)NCc2ccccn2)nc2c(C)nn(-c3ccccc3)c21
17: CCCCNc1ncnc2c1CN(C1CCCNCC1)C(=O)CN2C (stereo not drawn)
18: Cc1cccc(CS(=O)(=O)c2cn(CC(=O)N3CCCC3)c3ccccc23)c1

assay / entry	13	14	15	16	17	18
USP7 block	6	11	-5	2	-1	-4
USP30 block	16	73*	3	-18	-6	-8
USP10 block	-1	35*	-4	0	-3	1
USP8 inh	15	41*	4	-9	-109	-15
OTUD3 block	3	35*	-2	-6	-6	-12
USP28 block	5	22	0	-9	-3	0
USP17 inh	5	52*	2	-11	-22	-12
UCHL1 block	0	1	-3	-1	-4	-1

19: COCCn1c(C(=O)Nc2ccc(Cl)cc2)cc2c(=O)n(C)c(=O)n(C)c21
20: COc1cccc(/C=C/c2nc3ccccc3c(=O)n2-c2cc(C)cc(C)c2)c1OC
21: CC(C)n1ccc(-c2cc(C(=O)NCCN3CCOCC3)c3ccccn23)n1
22: Cc1cccn2c(=O)cc(CN3CCCC3c3ccc4c(c3)OCCCO4)nc12 (stereo not drawn)
23: O=C(Nc1cnc(N2CCOCC2)nc1)c1cccc(Cl)c1
24: CCOC(=O)c1c(-c2ccccc2)oc2ccc(OC(=O)Cc3ccc(OC)cc3)cc12

assay / entry	19	20	21	22	23	24
USP7 block	-1	4	-21	5	-67	1
USP30 block	-14	14	-91	0	10	-96
USP10 block	-2	3	-8	-1	0	-7
USP8 inh	-14	13	-128	-33	14	-19
OTUD3 block	-2	3	-24	4	0	-56
USP28 block	-7	10	-23	0	19	-30
USP17 inh	-7	8	-44	-3	-2	-29
UCHL1 block	-2	3	0	1	1	-14

25: CSc1nc(NCCCO)c2sc3nc(N4CCOCC4)c4c(c3c2n1)CC(C)(C)OC4
26: COc1cccc(CN2CC(=O)N3C(c4cccc5ccccc45)c4[nH]c5ccccc5c4C[C@@H]3C2=O)c1 (stereo partly drawn)
27: CCc1ccc(NC(=O)N2CCC3(CC2)COc2ccccc2S(=O)(=O)N(C)C3)cc1
28: Cc1ccc(S(=O)(=O)N2C[C@H]3C[C@H](C(=O)NC(C)C)[C@@H](C2)O3)cc1
29: Cc1cc(C(=O)C2CC(=O)Nc3c2c(C)nn3-c2ccc(C)c(C)c2)c(C)s1 (stereo not drawn)
30: Cc1ccc(-n2cc(C(=O)N3CCCC3c3cnn(C)c3)nn2)cc1 (stereo not drawn)

assay / entry	25	26	27	28	29	30
USP7 block	3	-7	2	0	-4	3
USP30 block	25	-106	0	-10	-10	21
USP10 block	-1	-8	-1	0	0	1
USP8 inh	13	0	-26	-4	-7	-5
OTUD3 block	11	-24	-1	0	-7	15
USP28 block	8	-34	9	-6	0	20
USP17 inh	10	-26	14	-6	-8	9
UCHL1 block	3	-16	0	-1	-1	2

31: O=C(Nc1ccc(F)cc1F)c1noc2c1CCc1sccc1-2
32: Cc1ccc(NNC(=O)Nc2ccc(Cl)cc2)nn1
33: Cc1ccccc1NC(=O)Cc1csc2nc(-c3ccc(F)cc3)cn12
34: COc1ccc(CCNC(=O)[C@@H]2Cc3c([nH]c4ccccc34)C3c4ccccc4C(=O)N32)cc1OC (stereo partly drawn)
35: COc1ccccc1CCN[C@H]1CS(=O)(=O)C[C@@H]1S(=O)(=O)c1ccccc1
36: Cc1ccc(C)c(NC(=O)c2ccc3c(=O)n4c(nc3c2)CCC4)c1

assay / entry	31	32	33	34	35	36
USP7 block	4	0	21	-4	0	nt
USP30 block	-10	0	88*	-35	-1	26
USP10 block	6	2	29	0	-4	0
USP8 inh	8	0	86*	3	8	3
OTUD3 block	-1	1	27	-6	2	21
USP28 block	-3	-2	38*	-9	0	12
USP17 inh	1	1	86*	-2	3	14
UCHL1 block	-1	0	6	-3	1	-2

# Profiles as entered above:
# `COc1ccc(CCNC(=O)[C@@H]2Cc3c([nH]c4ccccc34)C3c4ccccc4C(=O)N32)cc1OC` (stereo partly drawn) as listed: USP7 block: -4; USP30 block: -35; USP10 block: 0; USP8 inh: 3; OTUD3 block: -6; USP28 block: -9; USP17 inh: -2; UCHL1 block: -3
# `O=C(Nc1ccc(F)cc1F)c1noc2c1CCc1sccc1-2` as listed: USP7 block: 4; USP30 block: -10; USP10 block: 6; USP8 inh: 8; OTUD3 block: -1; USP28 block: -3; USP17 inh: 1; UCHL1 block: -1

# Additional structures.
37: O=C(CC[C@@H]1NC(=O)N(Cc2ccc3c(c2)OCO3)C1=O)NCCc1c[nH]c2ccccc12
38: COc1ccc(N2CC(c3nnc(NC(=O)CCc4ccccc4)s3)CC2=O)cc1 (stereo not drawn)
39: O=C(Cn1c(=O)c(N2CCOCC2)nc2ccccc21)NCc1ccc2c(c1)OCO2
40: CCOc1ccccc1-n1cc(C(=O)c2cc(F)ccc2O)cc(C#N)c1=O
41: O=C(Nc1nc2c(s1)CCC2C(=O)NCc1ccncc1)c1ccccc1 (stereo not drawn)
42: c1ccc(Sc2cnc3ccccc3n2)cc1

assay / entry	37	38	39	40	41	42
USP7 block	1	2	-2	-42	-21	-12
USP30 block	15	23	i	-8	-39	11
USP10 block	-1	30*	-3	-4	-9	1
USP8 inh	5	43*	0	-49	-25	0
OTUD3 block	17	18	-193	4	-17	3
USP28 block	2	17	-159	4	-16	28
USP17 inh	13	11	19	-8	-14	2
UCHL1 block	3	1	-8	-41	-20	3

43: COc1ccc(-c2nc3c4c(ncn3n2)Oc2c(c(C)nn2-c2ccccc2)C4c2ccc(OC)c(OC)c2)cc1 (stereo not drawn)
44: Cc1ccc(Nc2nc(NCC(=O)Nc3cc(C)ccc3C)nc(Nc3ccc(C)cc3)n2)cc1
45: Cc1cc(C(=O)N2CC[C@@H]3CN(CCc4ccccc4)S(=O)(=O)[C@@H]3CC2)no1
46: N#Cc1ccc(C(=O)N(Cc2ccc3c(c2)OCO3)C2CCCC2)cc1
47: O=C(NCc1ccccc1)N1CCC(CN2CCCCC2)CC1
48: O=C(NCC1CCCO1)c1ncn2c1CNS(=O)(=O)c1ccccc1-2 (stereo not drawn)

assay / entry	43	44	45	46	47	48
USP7 block	2	4	4	-48	-1	0
USP30 block	-3	-44	17	3	nt	16
USP10 block	-1	37*	0	0	-3	2
USP8 inh	10	38*	16	-330	-4	-62
OTUD3 block	1	-2	13	10	-2	6
USP28 block	-6	-19	11	10	nt	0
USP17 inh	15	0	10	-7	-4	-1
UCHL1 block	-1	-2	2	1	-1	0

49: Cc1ccc(S(=O)(=O)N2CCC(c3c(C)[nH]c4ccccc34)CC2)cc1
50: CC(=O)c1cccc(NC(=O)c2cnn(C)c2)c1
51: Cc1c(CC(=O)NCC(=O)O)c(=O)oc2c(C)c(O)ccc12
52: CC(=O)N1Cc2ccccc2CC2(CCN(CC3CCOCC3)CC2)C1
53: CCn1c(CN(C)c2ccccc2)nc2cc(S(=O)(=O)N3CCOCC3)ccc21
54: CCC(C(=O)Nc1ncc2c(n1)CC(c1ccc(Cl)cc1)CC2=O)c1ccccc1 (stereo not drawn)

assay / entry	49	50	51	52	53	54
USP7 block	-7	2	0	0	2	-18
USP30 block	-28	24	1	-61	-46	0
USP10 block	-5	1	1	-4	-5	-3
USP8 inh	10	21	2	-196	-7	-15
OTUD3 block	0	12	-7	-12	-1	-14
USP28 block	3	18	-10	-26	-2	4
USP17 inh	10	8	-4	-34	-4	-4
UCHL1 block	3	0	-5	-4	1	-2

55: CS(=O)(=O)NC[C@H]1OC[C@@H]2CCN(c3ncc(F)cn3)C[C@@H]21
56: CCC(=O)NCC(c1ccc2c(c1)CCCN2C)N1CCOCC1 (stereo not drawn)
57: COc1ccc(NC(=O)CSc2nnc(NC(=O)c3ccccc3OC)s2)c([N+](=O)[O-])c1
58: COc1ccc(-c2cc(C3CCN(c4ccc(C(C)=O)cc4[N+](=O)[O-])CC3)[nH]n2)cc1
59: COc1ccc(-n2nc(C)c3c2NC(=O)CC3C(=O)c2cc3ccccc3o2)cc1 (stereo not drawn)
60: CCN1C[C@@]23CN(C(=O)c4cccc(Cl)c4)C[C@@H](C[C@@H]2S1(=O)=O)O3

assay / entry	55	56	57	58	59	60
USP7 block	1	-2	-1	6	1	4
USP30 block	-6	-136	-51	29	-1	13
USP10 block	-1	-8	-2	9	7	0
USP8 inh	-48	0	-87	11	10	1
OTUD3 block	4	-21	-12	5	0	11
USP28 block	3	-28	-13	11	9	6
USP17 inh	-4	-13	-25	8	3	4
UCHL1 block	-1	-2	-5	6	3	0

61: O=C(CCCC1=NS(=O)(=O)c2ccccc2N1)Nc1ccc(C(=O)O)cc1
62: CS(=O)(=O)c1cn[nH]c1C1CCN(S(=O)(=O)c2ccccc2)C1 (stereo not drawn)
63: CC(=O)c1ccc(NC(=O)CN2CCC(NC(=O)c3ccccc3)CC2)cc1
64: COC(=O)c1ccc(NC(=O)C(=O)c2cccn2C)cc1

assay / entry	61	62	63	64
USP7 block	4	-6	0	-10
USP30 block	26	0	2	10
USP10 block	0	-1	-1	-1
USP8 inh	20	3	0	5
OTUD3 block	21	-1	-2	1
USP28 block	15	-10	-4	4
USP17 inh	25	-7	-4	12
UCHL1 block	1	-3	0	-1

# Grouped by structure: the compounds so far with a Cl atom.
4: CCn1c(COc2ccc(OC)cc2)nnc1SCc1ccccc1Cl
8: Cc1nc2nc(-c3ccc(Cl)cc3)[nH]n2c(=O)c1C
15: COc1ccc(Cl)cc1Nc1ncnc2c1nnn2C
19: COCCn1c(C(=O)Nc2ccc(Cl)cc2)cc2c(=O)n(C)c(=O)n(C)c21
23: O=C(Nc1cnc(N2CCOCC2)nc1)c1cccc(Cl)c1
32: Cc1ccc(NNC(=O)Nc2ccc(Cl)cc2)nn1
54: CCC(C(=O)Nc1ncc2c(n1)CC(c1ccc(Cl)cc1)CC2=O)c1ccccc1 (stereo not drawn)
60: CCN1C[C@@]23CN(C(=O)c4cccc(Cl)c4)C[C@@H](C[C@@H]2S1(=O)=O)O3

assay / entry	4	8	15	19	23	32	54	60
USP7 block	-25	2	-5	-1	-67	0	-18	4
USP30 block	32*	25	3	-14	10	0	0	13
USP10 block	4	9	-4	-2	0	2	-3	0
USP8 inh	5	13	4	-14	14	0	-15	1
OTUD3 block	20	12	-2	-2	0	1	-14	11
USP28 block	25	13	0	-7	19	-2	4	6
USP17 inh	19	13	2	-7	-2	1	-4	4
UCHL1 block	4	5	-3	-2	1	0	-2	0
